# High-throughput results: PubChem, National Center for Advancing Translational Sciences (NCATS)
# TrxR1 inh – rat TrxR1 inhibition | actives 1% (n = 390,000) | Potency, µM (series often up to 114 µM), for the others: top-dose activity change, negative = inhibition, usual class: inhibitors | recombinant rTrxR1, NADPH fluorescence consumption, selenite substrate | O89049; note: potency is the fitted concentration of half-maximal effect; % is set by controls: 0 for no effect and ±100 for the full control effect; nearly all actives have a fitted effect of over 65% in size
#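 Rat TrxR1 (90 nM in the dispensed reagent) was pre-reduced with 400 uM NADPH for 5 min at room temperature, then incubated with compound for 15 min. After 400 uM selenite was added, NADPH fluorescence (Ex 340/Em 450 nm) was followed for 8 min.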
# D2 agonist – D2 dopamine receptor (human) agonism | P14416 | HEK293 T-REx D2 cells, calcium flux agonist mode | activation, % at 2 µM | actives 0.53% (n = 340,000) | AID 485358;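 active = activation over 3 SD above normal in the single-dose calcium agonist read, cut at about 30% in these data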; note: 0% is about no effect
# Target sequence (P14416 whole entry, looked up): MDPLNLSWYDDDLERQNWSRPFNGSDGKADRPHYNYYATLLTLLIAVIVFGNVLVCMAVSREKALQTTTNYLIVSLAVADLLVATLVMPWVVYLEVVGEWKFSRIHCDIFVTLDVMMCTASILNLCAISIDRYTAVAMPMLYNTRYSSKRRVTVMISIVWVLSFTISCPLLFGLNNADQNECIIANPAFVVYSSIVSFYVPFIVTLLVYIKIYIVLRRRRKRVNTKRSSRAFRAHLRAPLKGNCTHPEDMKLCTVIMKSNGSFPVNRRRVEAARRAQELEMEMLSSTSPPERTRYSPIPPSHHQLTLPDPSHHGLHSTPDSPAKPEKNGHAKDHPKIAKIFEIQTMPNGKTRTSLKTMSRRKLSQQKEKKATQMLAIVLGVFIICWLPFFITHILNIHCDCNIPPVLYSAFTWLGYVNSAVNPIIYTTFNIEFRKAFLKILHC
#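 Calcium-flux readout, 1 cycle/sec over 180 s following compound pin transfer, in inducible HEK293 Trex D2 cells (force-coupled); dopamine controls included. Positive calcium responses during this window marked compounds as potential agonists.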
# TRHR PAM – allosterically enhances the human TRH receptor; actives 0.66% (n = 360,000); enhancement, % at 2 µM; P34981; TRHR cells, fluo-8 calcium fluorescence, EC20 TRH enhancement; AID 493056; in the data active = enhancement above about 30%; note: 0% is about no effect
#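 TRHR-expressing cells loaded with fluo-8 calcium dye were read kinetically (ex 480/em 530) during compound addition, then stimulated with an EC20 of TRH (10 nM final). Enhancement of the Gq-mediated intracellular calcium response was scored.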
# TRHR agonist – TRH receptor (human) agonism; activation, % at 2 µM; AID 493084; TRHR cells, calcium flux fluo-8, FDSS agonist mode; P34981; actives 0.18% (n = 360,000); in the data active = activation above about 30%; note: 0% is about no effect
#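 TRHR-expressing cells, plated overnight in medium with 10% serum, were loaded with fluo-8 calcium dye at room temperature. After a 10 s baseline, library compound was pin-added and calcium release was recorded kinetically (ex 480/em 530) as agonist response.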
# Pin1 inhibitor – blocks the human prolyl isomerase Pin1. Potency, µM (series often up to 115 µM), for inactives: at the highest dose activity, negative = inhibition, actives largely listed as inhibitors. actives 0.009% (n = 390,000). Pin1 FP peptide displacement, HiFluor488, 10 min. AID 504891; active = well fitted inhibition curve with a large enough effect in the polarisation, with a control signal flat, not every such curve was filed as active; inconclusive = small, poorly fitted or top-dose-only effect, or effect the other way, or a change in a side signal; inactive = no such curve, though single readings can be large or run the other way; the % refers to the polarisation; note: potency is the fitted concentration of half-maximal effect; % is set by controls: 0 for no effect and ±100 for the full control effect
# Target sequence (Q13526 whole entry, looked up): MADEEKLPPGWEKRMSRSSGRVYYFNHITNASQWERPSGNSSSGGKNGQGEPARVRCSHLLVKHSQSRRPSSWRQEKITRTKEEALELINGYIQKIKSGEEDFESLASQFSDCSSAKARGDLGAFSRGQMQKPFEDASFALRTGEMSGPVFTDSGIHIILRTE
# D2 antag – D2 dopamine receptor (human) antagonism. P14416. HEK293 TREx D2 cells, calcium flux, dopamine EC80. inhibition, % at 10 µM. actives 2% (n = 340,000). AID 485344; in the data active = inhibition above about 30%; note: 0% is about no effect
#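 Cells plated overnight at 30 C with tetracycline; no-wash calcium dye, 30–90 min RT; 10 s baseline; compound pinned; 180 s read; EC80 dopamine added; another 180 s read.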
# TrxR1 substrate – rat thioredoxin reductase 1 substrate activity. O89049. purified TrxR1 substrate turnover, NADPH consumption readout. Potency, µM (titrated, usually from 114 µM), for inactives: at the top dose activity change, negative = substrate turnover. actives 0.01% (n = 390,000); note: potency is the fitted concentration of half-maximal effect; % is set by controls: 0 for no effect and ±100 for the full control effect; nearly all actives have a fitted effect of over 50% in size
#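 Rat TrxR1, dispensed at 90 nM, was prereduced with 400 uM NADPH (final) for 5 min at ~22 deg C, then incubated with compound 15 min before 400 uM selenite. A first-read NADPH fluorescence drop versus no-compound background flagged substrates.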
# USP1-UAF1 inh – blocks the human USP1/UAF1 deubiquitinase complex; O94782; actives 0.23% (n = 390,000); recombinant USP1/UAF1, Ub-Rhodamine cleavage fluorescence; Potency, µM (series often up to 57.1 µM), inactives show top-dose activity change, negative = inhibition, actives largely listed as inhibitors; note: potency is the fitted concentration of half-maximal effect; % is set by controls: 0 for no effect and ±100 for the full control effect; nearly all actives have a fitted effect of over 60% in size; inactives centre near -12
#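 Step one: compound is pinned into 1nM USP1/UAF1 in HEPES pH 7.8 buffer with TCEP. Step two: 15 min room-temperature incubation. Step three: Ub-Rho (150nM final) starts cleavage, tracked by fluorescence over six one-minute reads.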
# mIDH1 inhibitor – inhibitors of human mutant IDH1 R132H. O75874. IDH1-R132H enzyme, NADPH consumption, diaphorase/resazurin fluorescence. Potency, µM (series often up to 76.6 µM), for inactives: at the highest dose activity change, negative = inhibition, most hits filed as inhibitors. actives 0.093% (n = 390,000). AID 602179; note: potency is the fitted concentration of half-maximal effect; % is set by controls: 0 for no effect and ±100 for the full control effect; nearly all actives have a fitted effect of over 65% in size
# Target sequence (O75874 whole entry R132H, stated change not applied): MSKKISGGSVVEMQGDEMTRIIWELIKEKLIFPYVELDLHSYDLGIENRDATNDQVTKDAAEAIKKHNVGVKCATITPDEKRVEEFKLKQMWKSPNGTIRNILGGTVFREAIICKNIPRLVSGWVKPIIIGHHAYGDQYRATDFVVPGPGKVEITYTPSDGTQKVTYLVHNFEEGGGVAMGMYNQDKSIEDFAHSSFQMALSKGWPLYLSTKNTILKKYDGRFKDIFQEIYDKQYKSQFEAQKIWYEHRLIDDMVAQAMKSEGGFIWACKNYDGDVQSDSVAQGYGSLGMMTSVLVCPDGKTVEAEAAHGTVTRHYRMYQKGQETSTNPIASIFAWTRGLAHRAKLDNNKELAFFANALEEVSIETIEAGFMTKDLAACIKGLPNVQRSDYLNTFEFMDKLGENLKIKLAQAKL
#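 IDH1-R132H (0.5 ug/mL dispensed) in pH 7.5 Tris buffer was preincubated 30 min with compound, then given a substrate mix of 0.016 mM NADPH and 2 mM alpha-KG for 80 min at room temperature; remaining NADPH was read by diaphorase/resazurin fluorescence.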
# * marks the source's active call; other numbers are inactive results; ? = inconclusive; nt = not tested or not shown; [ ] = remark or other dose. Unless noted, calls come from the whole dose curve; as a rule, active = well fitted inhibition curve with a large enough effect; inconclusive = small, poorly fitted or top-dose-only effect; inactive = no such curve, though single readings can be large or run the other way. A portion of the library; the hit share may differ from the screen's.
SMILES,TrxR1 inh,D2 agonist,TRHR PAM,TRHR agonist,Pin1 inhibitor,D2 antag,TrxR1 substrate,USP1-UAF1 inh,mIDH1 inhibitor
CN1CCN(C(=O)/C=C/c2ccc(C#N)cc2)CC1,5.6%[57.1 µM],1.6,4.2,0.7,-3.1%,-1.5,9.9%[57.1 µM],-5.6%,-4.8%
O=C1CN(C(=O)COC(=O)c2cccc(S(=O)(=O)NCc3ccccc3)c2)c2ccccc2N1,-16.3%,-0.1,12.0,-2.7,4.5%,-3.7,-11.2%,-5.6%,-0.9%
COc1ccc(/C=N\NC(=O)c2sccc2C)cc1Cn1nc(C)cc1C,16.3%,1.3,-1.5,2.6,-3.6%,-12.6,2.5%,-19.8%,3.6%
O=C(NC1CCCCC1)NC1C2CC3CC(C2)CC1C3 (centres undefined),23.3%,-0.4,-0.8,-0.3,0.6%,-11.2,6.0%,-21.5%,-9.2%
COc1ccc(CNc2ncc(-c3ccc(Br)cc3)n2C)cc1OC,19.7%,0.4,1.2,-0.8,-7.5%,14.2,6.2%,-25.9%,1.7%
COc1ccc(-c2nc(SC(C)C(=O)Nc3ccc(NC(C)=O)cc3)n[nH]2)cc1 (centres undefined),-6.9%,0.0,-0.6,0.2,1.2%,9.0,2.7%,-23.3%,2.4%
CCCCNC(=O)c1ccc(CS(=O)(=O)c2ccc(OC)cc2)o1,-6.6%[57.1 µM],nt,5.4,-0.5,6.7%,nt,6.8%[57.1 µM],-6.7%,17.8%
FC(F)(F)c1ccc(C2[C@H]3CN(CC4CCCCC4)[C@H](c4ccccc4)C34CC2(c2cccnc2)C4)cc1 (some centres undefined),-2.9%[57.1 µM],nt,-1.5,0.1,30.6%[activator],nt,2.6%,-24.7%,-15.7%
CCOC(=O)C1(CCOc2ccccc2)CCN(Cc2cccc(OC)c2O)CC1,15.0%,1.0,2.2,0.8,5.8%,3.9,-5.8%,3.3%,0.0%
O=C(N/N=C/c1ccncc1)c1ccc(-n2cccc2)cc1,1.4%,-0.6,-1.3,0.1,6.4%,-3.3,0.3%,-9.5%,9.5%
O=C1CC(=O)C(n2cncn2)C(c2c(F)cccc2Cl)C1 (centres undefined),-0.8%,-0.4,0.1,-0.3,1.7%,-6.7,-3.9%,-11.1%,7.3%
CN(C)CCCOc1ccc(C(C)(C)c2ccccc2)cc1,13.6%,0.4,6.6,1.3,-8.6%,-8.4,-0.6%,-17.5%,-1.9%
Cc1ccc(C)c(NC(=O)CCc2nc3cccnc3n2Cc2cccs2)c1,3.8%,-0.8,-3.5,-0.6,9.4%,nt,1.2%,-7.1%,-11.4%
COc1cccc(CCNC(=O)c2cccc(NC(=O)C3=C(C)OCCS3)c2)c1,20.3%,-0.7,26.3,-2.2,27.1%,-11.0,128.2%[activator],-19.9%,4.5%
COC(=O)CSc1nnc(-c2ccncc2)n1N,3.3%,0.2,0.4,1.8,20.3%,-24.9,0.7%,-1.3%,-0.2%
CC(=O)Nc1ccc(NC(=O)c2cc(-c3cccs3)on2)cc1,32.1%,1.8,1.4,0.5,28.7%,nt,1.9%,-0.3%,-2.7%
O=C(CSc1ccc([N+](=O)[O-])cc1)Nc1cccc(S(=O)(=O)N2CCOCC2)c1,8.2%,nt,nt,nt,4.1%,nt,-3.6%,-20.5%,4.8%
O=C(Cc1c(Cl)cccc1Cl)N1CCN(S(=O)(=O)c2cccs2)CC1,17.2%,-0.3,-5.5,0.8,5.2%,15.3,5.6%,-6.0%,4.6%
Cc1ccc(NC(=S)NCc2ccccc2)cc1S(=O)(=O)N1CCCCC1,-4.0%,1.7,-4.1,-1.0,16.3%,-18.0,-6.4%,-25.8%,-1.3%
O=C(/C=C/c1ccc([N+](=O)[O-])cc1)NC1CC2CCC1C2 (centres undefined),1.8%[57.1 µM],-0.4,0.8,-0.3,-7.7%,24.5,6.1%[57.1 µM],2.4%,10.2%
Cc1cc(C(=O)COC(=O)C23CC4CC(CC(O)(C4)C2)C3)c(C)n1C,9.7%[57.1 µM],nt,nt,nt,0.4%,nt,-1.0%,-9.5%,0.0%
CCOC(=O)c1[nH]c(C)c(CCC(=O)Nc2ccccc2OCC)c1C,8.3%[57.1 µM],0.5,-2.8,-0.9,-2.8%,nt,-4.0%[57.1 µM],17.7%,3.0%
CCn1c(C(=O)OC)cc2c1ccn2-c1ccc(F)cc1,?,0.7,5.2,2.0,6.4%,21.7,-4.8%,?,14.6%
CCN(CC)CCNC(=O)c1ccc(NC(=O)c2ccc(C(=O)c3ccccc3)cc2)cc1,16.8%,-1.1,6.0,0.7,6.9%,-11.3,16.4%[57.1 µM],-14.2%,3.8%
CCc1ccc(S(=O)(=O)c2nnn3c2nc(N2CCOCC2)c2ccccc23)cc1,14.5%,-0.7,-0.2,-0.2,-5.1%,2.6,12.0%,-16.9%,-5.7%
C=C(C)C1CC=C(C)/C(=N/NC(=O)c2ccc(NC(=O)CCC)cc2)C1 (centres undefined),3.3%,-0.4,-0.6,0.1,1.6%,3.0,-3.8%,-3.2%,-1.4%
COc1cc(NS(=O)(=O)c2ccc(NC(=S)NC(=O)COc3ccccc3OC)cc2)nc(OC)n1,2.1%,-1.9,0.5,-1.1,?,-10.2,0.6%,-7.6%,3.2%
COc1ccccc1C(=O)Nc1ccc(C(=O)OCc2cc(=O)n3nc(C4CC4)sc3n2)cc1,10.8%[57.1 µM],2.7,3.6,0.4,?,nt,6.1%[57.1 µM],-16.0%,9.9%
CC(=O)Nc1c(Cl)n(C(C)=O)c2ccccc12,10.2%,-0.1,6.6,0.2,-4.2%,-1.4,8.9%[57.1 µM],-12.9%,0.9%
CC1(C)CC(=O)c2cc(OCC(=O)N3CCN(c4ccccc4F)CC3)ccc2O1,-1.3%,-0.5,-0.4,0.3,1.8%,-20.3,29.9%,-0.2%,-1.2%
COCCN(CCOC)S(=O)(=O)NC[C@H]1O[C@@H](n2cnc3c(N)ncnc32)[C@H](O)[C@@H]1O,14.1%,nt,nt,nt,1.2%,nt,0.3%,-6.5%,-7.2%
COc1ccc(N2CCN(S(=O)(=O)CCNC(=O)Cc3ccc(OC)c(OC)c3)CC2)cc1,5.6%[57.1 µM],0.5,2.6,0.4,1.7%,nt,-1.4%[57.1 µM],-10.9%,-2.0%
Cc1oc2ccc(OCc3ccc(F)cc3)cc2c1C(=O)O,7.1%,-0.5,-4.2,0.1,-1.7%,-1.9,5.7%,-12.4%,10.3%
CCOc1ccc(C(C)=O)cc1N1C(=O)C2C3C=CC(O3)C2C1=O (centres undefined),3.16µM*,0.4,1.4,0.1,9.1%,-14.0,6.9%,2.1%,-1.1%
COc1ccc(C(CNC(=O)c2c(C)nn(Cc3ccc(C)cc3)c2Cl)N2CCOCC2)cc1 (centres undefined),9.3%,-2.4,-3.3,-0.1,2.2%,7.4,-5.7%,2.7%,0.4%
CCN1C(=O)c2ccccc2S(=O)c2ccc(C(=O)N3CCN(c4ccc(F)cc4)CC3)cc21 (centres undefined),-5.1%,14.7,-1.2,-0.4,-1.4%,nt,-7.0%,-8.4%,2.5%
COC(=O)C1=C(C)N(C(C)C)C(=O)C1(NC(C)=O)C(F)(F)F (centres undefined),9.1%,-1.1,-8.0,1.0,0.8%,7.4,8.1%,-9.3%,2.4%
O=C(CCC(=O)N1CCN(c2ccccc2F)CC1)c1ccc(Cl)s1,4.1%,nt,nt,nt,20.8%,nt,-5.0%,-2.7%,0.8%
O=C(Nc1cc(C(F)(F)F)ccc1Cl)c1cc(C2CC2)on1,22.1%,-1.7,1.5,0.0,13.1%,-10.1,8.9%,0.4%,9.7%
CCOC(=O)CCNC(=O)N1CCC(CCC(=O)NCc2ccc(F)cc2)CC1,5.2%[57.1 µM],1.1,-8.4,-0.3,-4.1%,-5.2,6.7%[2.29 µM],3.2%,6.7%

# With a hit mark in TrxR1 inh, of those listed so far:
SMILES	TrxR1 inh	TRHR PAM	TRHR agonist	Pin1 inhibitor	D2 antag	TrxR1 substrate	USP1-UAF1 inh	mIDH1 inhibitor
CCOc1ccc(C(C)=O)cc1N1C(=O)C2C3C=CC(O3)C2C1=O (centres undefined)	3.16µM*	1.4	0.1	9.1%	-14.0	6.9%	2.1%	-1.1%

# Additional structures:
SMILES,TrxR1 inh,D2 agonist,TRHR PAM,TRHR agonist,Pin1 inhibitor,D2 antag,TrxR1 substrate,USP1-UAF1 inh,mIDH1 inhibitor
CCOc1cccc(/C=N/N2C(C)CCCC2C)c1O (centres undefined),-2.7%,-1.4,8.8,-0.4,0.4%,-3.7,-1.8%,-20.5%,0.0%
COc1cccc(-c2c[nH]c(=O)[nH]c2=O)c1,23.9%[57.1 µM],0.0,2.1,0.0,1.8%,10.8,-7.4%[57.1 µM],-10.1%,1.4%
COc1ccc2cc(Br)ccc2c1CC(=O)NC(C)C,37.7%[activator][57.1 µM],-0.5,-1.9,2.9,4.4%,2.8,-1.0%,-12.1%,4.2%
Cc1ccc(C)c(OCc2cc(C(=O)N3CCN(C(=O)c4ccco4)CC3)no2)c1,?,-0.4,-3.4,3.3,1.8%,4.1,-2.3%,-4.1%,-1.3%
COc1ccc(Cl)cc1C(=O)NNC1CC(=O)N(Cc2ccc(Cl)cc2)C1=O (centres undefined),-8.4%,0.7,-6.6,0.0,-2.2%,-18.9,-4.2%,4.6%,-1.8%
COc1cc(C(=O)Nc2cccc(-n3cnnn3)c2)cc(Cl)c1OC,12.4%,0.1,2.2,-0.4,-5.6%,8.1,-0.1%,-22.1%,7.8%
Cc1cc(OCC(=O)N(C(C)C)C(C)C)ccc1Cl,-16.9%,6.7,1.0,-0.5,-0.9%,-14.3,-14.7%,-18.6%,-1.8%
Cc1noc(C)c1COc1ccccc1C(=O)N(C)CC(=O)Nc1ccc(F)cc1,16.2%,-0.4,3.4,-0.3,6.9%,2.9,-0.1%,-0.4%,4.0%
